CHRM1 antagonist: human M1 muscarinic receptor antagonists, primary screen, CHO-K1 cells, Fluo-8 calcium fluorescence, 1536-well | Muscarinic acetylcholine receptor M1 (Homo sapiens), P11229 | CHO-K1 hM1, ACh EC80 antagonist | inhibition, % at 3 µM | actives 1.3% (n = 360,000);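 active = percent inhibition above its own plate's cutoff, namely the mean of that plate's compound wells plus 3 SD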;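 note: peak over basal fluorescence ratio during 140 s after agonist addition; 0% = ACh EC80 plus DMSO and 100% = DMSO alone without agonist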
Target sequence (P11229 whole entry, looked up): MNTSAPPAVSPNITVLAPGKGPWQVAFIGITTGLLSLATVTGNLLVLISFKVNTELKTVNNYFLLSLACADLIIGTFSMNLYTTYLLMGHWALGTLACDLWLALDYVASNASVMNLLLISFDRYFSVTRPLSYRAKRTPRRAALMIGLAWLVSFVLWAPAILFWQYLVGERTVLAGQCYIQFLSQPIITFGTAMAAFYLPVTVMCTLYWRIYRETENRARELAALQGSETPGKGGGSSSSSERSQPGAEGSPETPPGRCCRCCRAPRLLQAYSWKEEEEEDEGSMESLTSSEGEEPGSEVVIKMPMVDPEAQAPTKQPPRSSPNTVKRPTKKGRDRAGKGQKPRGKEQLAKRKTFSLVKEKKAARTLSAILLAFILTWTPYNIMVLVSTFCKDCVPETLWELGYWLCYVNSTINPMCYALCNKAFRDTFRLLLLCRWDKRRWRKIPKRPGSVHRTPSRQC
CHRM4 agonist: human M4 muscarinic receptor agonists, primary screen, CHO-K1 cells, Fluo-8 calcium fluorescence. Muscarinic acetylcholine receptor M4 (Homo sapiens), P08173. CHO-K1 hM4/Gqi5; vehicle 0%, full acetylcholine response 100%. activation, % at 3 µM. actives 0.14% (n = 360,000). AID 624127, 2012;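 active = activation above the run mean over all test wells plus 3 SD, cut at about 32% in these data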;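 note: peak over basal fluorescence ratio per well then scaled between controls; 0% = DMSO wells and 100% = acetylcholine at EC100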
CHRM4 antagonist: human M4 muscarinic receptor antagonists, primary screen, CHO cells, Fluo-8 calcium fluorescence; CHO-hM4 cells, ACh EC80; inhibition, % at 3 µM; actives 0.73% (n = 360,000); AID 624125, 2012;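 active = inhibition above its plate's cutoff, the mean inhibition of sample wells plus 3 SD, cut at about 27% in these data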;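 note: 0% = acetylcholine EC80 with DMSO and 100% = DMSO without agonist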
M5 ag: human M5 muscarinic receptor agonists, primary screen, CHO-K1 cells, Fluo-8 calcium fluorescence. Muscarinic acetylcholine receptor M5 (Homo sapiens), P08912. CHO-K1 hM5 cells; 0% DMSO wells, 100% maximal acetylcholine response. activation, % at 3 µM. actives 0.19% (n = 360,000);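 active = activation above the run's mean over test compounds plus 3 SD, cut at about 23% in these data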;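 note: signal is peak over basal fluorescence ratio across the kinetic read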
Target sequence (P08912 whole entry, looked up): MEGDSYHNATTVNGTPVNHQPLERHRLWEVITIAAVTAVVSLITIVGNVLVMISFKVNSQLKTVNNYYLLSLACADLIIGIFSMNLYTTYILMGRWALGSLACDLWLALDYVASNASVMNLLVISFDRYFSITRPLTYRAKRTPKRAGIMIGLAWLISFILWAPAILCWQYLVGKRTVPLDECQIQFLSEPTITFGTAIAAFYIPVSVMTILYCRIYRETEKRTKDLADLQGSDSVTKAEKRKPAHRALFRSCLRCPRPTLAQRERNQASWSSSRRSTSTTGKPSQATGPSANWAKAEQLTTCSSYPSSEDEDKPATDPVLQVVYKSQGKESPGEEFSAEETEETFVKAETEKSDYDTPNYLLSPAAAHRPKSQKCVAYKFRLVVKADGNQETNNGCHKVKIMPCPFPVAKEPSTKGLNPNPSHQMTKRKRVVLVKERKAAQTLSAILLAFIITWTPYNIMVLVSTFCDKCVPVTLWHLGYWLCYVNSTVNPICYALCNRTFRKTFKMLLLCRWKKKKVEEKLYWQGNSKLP
M5 antag: human M5 muscarinic receptor antagonists, primary screen, CHO cells, Fluo-8 calcium fluorescence; CHO-hM5 cells, ACh EC80; inhibition, % at 3 µM; actives 0.59% (n = 360,000); AID 624040, 2012;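 active = inhibition above a per-plate cutoff, the mean of that plate's test compounds plus 3 SD, cut at about 27% in these data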;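 note: 0% = acetylcholine EC80 with DMSO and 100% = DMSO without agonist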
CHRM4 PAM: human M4 muscarinic receptor positive allosteric modulators, primary screen, CHO-K1 cells, Fluo-8 calcium fluorescence. Muscarinic acetylcholine receptor M4 (Homo sapiens), P08173. CHO-K1 hM4/Gqi5, ACh EC20; 0% = ACh EC20, 100% = maximal ACh. activation, % at 3 µM. actives 0.4% (n = 360,000);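 active = activation above its plate's cutoff, the mean activation of sample wells plus 3 SD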; note: some results filed as inactive read as strong as hits
M1 PAM: human M1 muscarinic receptor positive allosteric modulators, primary screen, CHO-K1 cells, Fluo-8 calcium fluorescence, 1536-well; CHO-K1 hM1, ACh EC20; 0% = ACh EC20, 100% = maximal ACh; activation, % at 3 µM; Muscarinic acetylcholine receptor M1 (Homo sapiens), P11229; actives 0.088% (n = 360,000); in the data active = activation above about 19%, passing the limit was not always enough
CRFBP-R2 agonist: agonists of CRF-BP/CRF-R2 complex, primary screen, cell-based, HEK293, calcium dye fluorescence, uHTS; actives 0.46% (n = 350,000); activation, % at 13.2 µM; calcium dye fluorescence (FLIPR); percent of saturating CRF peptide response; AID 588473, 2011; CRF-binding protein / CRF receptor 2 complex (human);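 active = activation of at least 50%, plus an integration ratio under a set limit after plate pattern correction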;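 note: plate controls were neutral control wells without compound for no effect and CRF at EC100 for full effect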
CHRM5 PAM: human M5 muscarinic receptor positive allosteric modulators, primary screen, CHO-K1 cells, Fluo-8 calcium fluorescence; CHO-K1 hM5, ACh EC20 PAM; 0% = ACh EC20, 100% = ACh EC100; activation, % at 3 µM; actives 0.3% (n = 360,000); AID 624038, 2012;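 active = activation above the run cutoff, the mean activation of all test compounds plus 3 SD, cut at about 18% in these data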
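System – CHO-K1 hM5 cells · Compound – 3 µM, single dose · Incubation – compound preincubation 140 s before EC20 acetylcholine addition · Technique – Fluo-8 calcium fluorescence · Measure – Max/basal fluorescence ratio as % of EC20–EC100 ACh window · Benchmarks – low control EC20 acetylcholine (0%), high control EC100 acetylcholine (100%) · Replication – singlicate, one well per test compound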
* hit, by the source's call.

CHRM1 antagonist	CHRM4 agonist	CHRM4 antagonist	M5 ag	M5 antag	CHRM4 PAM	M1 PAM	CRFBP-R2 agonist	CHRM5 PAM	SMILES
2	5	-14	-9	-1	-6	-2	-3.7	3	N/C(=N\OC(=O)COc1ccc(Cl)cc1Cl)c1ccncc1
-6	0	-9	-1	-4	2	1	0.6	-4	O=C(Nc1cc(C(F)(F)F)ccc1N1CCCC1)C1CCCO1 (centres undefined)
1	-1	2	-2	1	-3	-1	-3.1	-4	O=S(=O)(c1ccc(S(=O)(=O)N2CCN3CCCC3C2)cc1)N1CCCC1 (centres undefined)
-1	5	-1	0	-1	-5	2	0.6	-5	O=C(NCCc1ccc(Cl)cc1)C1CCN(S(=O)(=O)c2ccc(-n3cnnn3)cc2)CC1
-18	1	-2	2	-3	8	11	-0.2	3	C=CCNS(=O)(=O)c1ccc2nsnc2c1
-10	1	1	1	3	5	8	0.6	-3	Cc1ccc(C)c(C(=O)CCC(=O)Nc2cccnc2)c1
-3	1	-3	-4	-10	1	5	0.1	4	COc1ccc(C)cc1NC(=O)CCN1CCN(c2ccccc2)CC1
-17	1	-11	3	-15	21	15	-1.0	14	O=C(CN1C(=O)NC2(CCCCC2)C1=O)N1CCOCC1

Limited to CHRM4 antagonist and M5 ag, for five of the compounds above:
canonical_smiles,CHRM4 antagonist,M5 ag
O=C(NCCc1ccc(Cl)cc1)C1CCN(S(=O)(=O)c2ccc(-n3cnnn3)cc2)CC1,-1,0
C=CCNS(=O)(=O)c1ccc2nsnc2c1,-2,2
Cc1ccc(C)c(C(=O)CCC(=O)Nc2cccnc2)c1,1,1
COc1ccc(C)cc1NC(=O)CCN1CCN(c2ccccc2)CC1,-3,-4
O=C(CN1C(=O)NC2(CCCCC2)C1=O)N1CCOCC1,-11,3

The list goes on:
CHRM1 antagonist	CHRM4 agonist	CHRM4 antagonist	M5 ag	M5 antag	CHRM4 PAM	M1 PAM	CRFBP-R2 agonist	CHRM5 PAM	SMILES
0	1	-10	0	-15	5	2	0.1	2	CCOc1cc(/C=N/NC(=O)c2nnn(-c3nonc3N)c2C)ccc1OCc1cccc(F)c1
10	8	-5	4	0	-12	-9	-3.2	-6	COc1cc(NC(=O)c2cccs2)c(OC)cc1NC(=O)CCn1nnc2ccccc21
-24	4	8	3	-3	0	5	0.6	9	COc1ccc2ccc3c(c2c1)N=C[C@]1(O3)N(C)c2ccccc2C1(C)C
-9	2	-4	3	1	3	11	3.4	-7	CCCCCCSc1ccc([C@H]2N[C@@](CC(C)C)(C(=O)OC)[C@H]3C(=O)N(C)C(=O)[C@@H]23)cc1
-6	1	0	1	-2	-1	2	6.2	1	COc1ccc2c3c([nH]c2c1)C1CC2C(CC(O)C(OC)C2CO)CN1CC3 (centres undefined)
-13	-1	12	-4	8	-2	15	2.6	-3	Cc1ccc(-c2cccc(C(=O)NCCc3ccccc3)n2)c2ccccc12
1	2	-3	-5	13	-7	8	-0.7	-12	CCC1Oc2ccc(C)cc2N(CC(=O)NCCCN2CCN(Cc3ccccc3)CC2)C1=O (centres undefined)
-4	1	10	1	1	-6	9	1.8	-4	CC1CC2=C(C(=O)O1)C(c1ccccc1)Nc1ccccc1N2 (centres undefined)
-5	0	6	2	-2	1	9	-2.2	1	CCCCNC(=O)C1CCCN1C(=O)NC1CCCCC1 (centres undefined)
-6	0	8	3	-13	-5	4	6.2	1	COc1cccc(OCC(=O)NN=C2c3ccccc3-c3ccccc32)c1
-3	1	8	-1	2	8	14	1.3	2	Cc1ccc(C(C)C)c(OCC(=O)N/N=C/c2ccc(S(=O)(=O)O)o2)c1
0	1	-1	-5	13	-8	3	-1.3	-3	O=C1NCCN1CCNS(=O)(=O)c1ccccc1[N+](=O)[O-]
-6	0	1	3	4	7	4	-1.0	-1	O=C(O)CCCCCNC(=O)c1ccccc1Br
-7	3	-3	8	2	-3	-3	2.8	-2	O=C(COC(=O)/C=C/c1cccc(F)c1)Nc1ccc2[nH]c(=O)[nH]c2c1
-1	3	0	0	1	2	7	-1.0	4	CC(C)(C)c1ccc(OCCCC(=O)N2CCOCC2)cc1
-4	0	3	-2	2	2	0	2.6	0	CC1=C(C#N)C2C(/C1=N/O)C2(C)C (centres undefined)
-1	3	2	-3	19	-3	0	0.0	-10	CCOc1ccc(CCNC(=O)COC(=O)COc2ccc(Br)cc2)cc1OCC
-5	1	1	-2	-2	3	10	-1.0	5	CC(NCCc1ccc(S(N)(=O)=O)cc1)C(=O)NCc1ccccc1 (centres undefined)
-14	1	-8	-2	-4	4	6	-1.6	3	COc1ccc(N2C(=O)C3CCCN3C2c2cccc(Br)c2)cc1 (centres undefined)
4	-1	3	-6	16	-8	6	-2.5	-6	COc1cccc(-n2ccn(CC(=O)NCCc3ccccc3)c(=O)c2=O)c1
-6	0	0	4	0	0	3	-1.8	-3	COc1ccc(-c2cc3nc4n(c(=O)c3s2)CCC4)cc1
-2	0	0	0	-13	-1	6	2.0	6	CCCCCN(C(=O)CCC(=O)OCC(=O)c1ccc(C(C)(C)C)cc1)c1c(N)n(CCCC)c(=O)[nH]c1=O
-6	1	-2	1	-16	14	13	-1.1	6	Cc1cc(=O)n2[nH]c(C)cc2n1
-8	1	8	-6	-2	-1	6	1.9	2	CN(C)CCOC(=O)CCc1ccccc1
3	2	-4	4	-17	-3	-3	-2.0	1	O=C(COc1ccc([N+](=O)[O-])cc1)Nc1ccncc1
-10	2	-2	0	3	-1	-2	0.1	-2	CCOc1ccc(C2/C(=C(/O)c3ccc4c(c3)CC(C)O4)C(=O)C(=O)N2CC2CCCO2)cc1 (centres undefined)
-16	1	-22	-2	2	8	18	4.7	2	O=C(Nc1cccc(C(=O)O)c1)/C(=C\c1ccco1)NC(=O)c1ccccc1Cl
-20	1	-7	1	-7	7	11	1.1	4	CCOc1ccc(N(CC(=O)NCc2ccccc2)S(=O)(=O)c2c(C)noc2C)cc1
-9	0	7	-4	7	-4	6	1.1	-7	COc1ccccc1NC(=O)Cc1coc2cc(C)ccc12
-11	0	0	-2	1	-1	6	-0.7	3	CCCCn1c(SCC(=O)Nc2ccc(C)c(S(=O)(=O)N3CCOCC3)c2)nnc1C(CC)N(C)C (centres undefined)
3	2	4	0	-22	-4	4	-3.1	3	COc1ccc(NC(=O)CCC(=O)OCc2ccc([N+](=O)[O-])cc2)cc1
-8	0	10	2	2	11	6	5.8	-2	Cc1ccc(-c2nc(C3CCN(S(=O)(=O)c4ccc(C(F)(F)F)cc4)CC3)no2)cc1
4	0	-7	-5	16	-3	-4	-1.3	4	COc1ccc(C2NC(=O)NC3=C2C(=O)CCC3)cc1 (centres undefined)
-5	1	0	-2	2	-6	2	-0.7	1	COCCNC(=O)CCCN1C(=O)c2ccccc2Sc2ncccc21
-15	1	1	-9	10	-5	4	2.8	-1	CC(=O)c1ccc(NC(=S)NC(=O)/C=C/c2ccco2)cc1
2	0	5	2	1	-6	1	-1.2	-6	Cc1cccc(CCNC(=O)CN(C)S(=O)(=O)c2ccc3c(c2)c(=O)n(C)c(=O)n3C)c1
-15	1	0	-5	13	10	10	-2.4	-3	O=S(=O)(Nc1nc2ccccc2nc1NCC1CCCO1)c1ccccc1 (centres undefined)
-3	1	-5	-2	-1	7	9	0.4	-2	COC(=O)c1cc(Br)c(=O)n(Cc2cccnc2)c1
-6	1	12	-2	-2	2	6	-1.2	-1	OCC1CCCN(C(=S)Nc2ccc(OC(F)F)cc2)C1 (centres undefined)
0	-1	10	-7	35*	-1	-3	-1.4	-17	CSc1ccccc1NC(=O)CN1CCCCC1C (centres undefined)
23	-2	-1	5	19	11	-8	0.2	-13	CCOC(=O)N1CCN(C(c2cccnc2)c2ccc3cccnc3c2O)CC1 (centres undefined)
-10	0	-5	-5	25	-3	13	-3.0	-8	O=C(NNC1=NCCC1)c1cccc(S(=O)(=O)N2CCCC2)c1
-5	0	3	-1	8	-4	3	-1.4	2	COc1ccc(NC(=O)CSc2ccc3nnc(-c4cccnc4)n3n2)cc1OC
-1	0	8	3	7	-1	1	0.6	-5	CC(C)Oc1ccc2ccccc2c1CNC[C@H]1O[C@@H](n2cnc(C(N)=O)n2)[C@H](O)[C@@H]1O
-10	1	-2	-4	0	17*	9	-0.3	-1	COc1cccc(CNC(=O)C2Cc3cc(S(=O)(=O)N4CCCC4)ccc3N2C(C)=O)c1OC (centres undefined)
-4	2	0	-4	-3	-4	3	-0.6	0	O=C(Nc1ccc(S(=O)(=O)Nc2ccccn2)cc1)c1cccc(Br)c1
-22	0	-3	-6	-3	11	28*	3.1	10	COC(=O)[C@@H]1CCCN1C(=O)c1ccc(OC2CCN(Cc3ccccn3)CC2)cc1

With a hit mark in M5 antag, among the entries above:
CHRM1 antagonist	CHRM4 agonist	CHRM4 antagonist	M5 ag	M5 antag	CHRM4 PAM	M1 PAM	CRFBP-R2 agonist	CHRM5 PAM	SMILES
0	-1	10	-7	35*	-1	-3	-1.4	-17	CSc1ccccc1NC(=O)CN1CCCCC1C (centres undefined)

Assay outcomes deposited in PubChem BioAssay by several laboratories.

Outcome played no part in choosing rows; about 2.8% have a hit in one of these screens.
